Bioassay records deposited in PubChem by several laboratories.
HIF-2a inh: HIF-2a reporter inhibitors, primary screen, luminescence, 786-0 RCC cells; 786-0 RCC cells HIF-2a reporter, luciferase luminescence, overnight; inhibition, % at 18.8 µM; 360,000 compounds, 0.72% hits;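 active = inhibition of the luminescence signal of 40% or more relative to plate controls, in a single-dose primary screen at 18.75 µM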
Vif imaging: HIV Vif self-association inhibitors, primary screen, imaging, HEK293T, single point | HEK293T cells, Vif self-association by quenched fluorescence, 24 h | inhibition, % at 7.49 µM | 340,000 compounds, 0.35% hits | AID 602346, 2012; in the data active = inhibition above about 50%, passing the limit was not always enough; also: some results filed as inactive read as strong as hits
MITF TRPM1 inh: inhibitors of MITF-dependent TRPM1 promoter reporter, primary screen, cell-based, SK-MEL-5, single point, luciferase. 330,000 compounds, 0.83% hits. inhibition, % at 12.5 µM. SK-MEL-5 TRPM1 promoter luciferase, 24 h. AID 488899, 2010;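 active = mean inhibition across replicates of 60% or more, whatever share of single replicates reaches that level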; also: values of inactives mirror those of a sister screen read the other way
NR2E3 ag-1: NR2E3 agonists in two-hybrid cells, primary screen, cell-based, luminescence, CHO-S, Gal4-NCOR/VP16-NR2E3; inhibition of corepressor binding, % at 3.98 µM; AID 602229, 2012; luciferase; 360,000 compounds, 0.35% hits; Photoreceptor-specific nuclear receptor (Homo sapiens), Q9Y5X4;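 active = inhibition above the mean of all tested compounds plus 3 SD, cut at about 70% in these data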;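 also: 0% = DMSO with NR2E3 transfected cells and 100% = cells lacking NR2E3 construct; higher means lower luciferase signal from less NR2E3 corepressor binding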
Target sequence (Q9Y5X4 whole entry, looked up, the tested form may be a part): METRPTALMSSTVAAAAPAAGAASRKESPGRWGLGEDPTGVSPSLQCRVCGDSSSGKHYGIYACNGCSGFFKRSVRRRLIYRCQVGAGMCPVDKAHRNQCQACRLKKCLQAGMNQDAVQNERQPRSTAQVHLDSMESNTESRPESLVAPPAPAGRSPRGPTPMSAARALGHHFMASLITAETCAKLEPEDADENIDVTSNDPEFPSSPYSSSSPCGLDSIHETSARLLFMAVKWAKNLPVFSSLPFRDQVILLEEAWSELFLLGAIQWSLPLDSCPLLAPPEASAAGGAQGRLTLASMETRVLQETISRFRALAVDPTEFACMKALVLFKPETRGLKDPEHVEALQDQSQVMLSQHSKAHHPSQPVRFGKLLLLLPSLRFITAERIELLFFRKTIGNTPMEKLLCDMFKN
CF NFkB block: inhibitors of PAF-induced NF-kB signaling, primary screen, cell-based, GFP fluorescence, uHTS; AID 588850, 2011; KKLEB NF-kB-GFP reporter, GFP fluorescence overnight; inhibition, % at 5 µM; 360,000 compounds, 0.86% hits;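 active = at least 50% inhibition at 5 µM, scaled per plate between neutral and stimulator controls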;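 also: PAF is a Pseudomonas aeruginosa culture filtrate used as stimulus; plate controls were PAF-stimulated DMSO wells for no effect and unstimulated DMSO wells for full effect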
Shn3 3UTR inh: reduction of Shn3 3'UTR firefly luciferase signal, primary screen, Schnurri-3 inhibitor project, cell-based, Clone20 osteoblasts, set 2; Clone20 osteoblast Shn3 3'UTR firefly luciferase, 24 h; inhibition, % at 12.5 µM; 360,000 compounds, 0.52% hits;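 active = mean inhibition of at least 75% with every replicate also reaching 75%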;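 also: 0% = median of neutral control wells and 100% = pilot-screen positive control compound; some compounds past the cut are filed as inactive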
NR2E3 ag-2: inhibitors of NR2E3-RetCOR corepressor binding, primary screen, NR2E3 agonist project, biochemical, TR-FRET, GST-NR2E3, biotin-RetCOR; Photoreceptor-specific nuclear receptor (Homo sapiens), Q9Y5X4; 1536-well; inhibition of corepressor binding, % at 4.78 µM; 320,000 compounds, 0.12% hits; AID 2300, 2010;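 active = percent inhibition above the cutoff of mean plus 3 SD of all tested compounds, set per screening campaign, cut at about 20% in these data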;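 also: 0% = DMSO wells and 100% = biotin wells as full block of FRET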
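Assay system: NR2E3–RetCOR corepressor complex. Quantity: 1.35 nM GST-NR2E3. Buffer or medium: pH 7.5 Tris-based buffer. Reagent: biotinylated RetCOR corepressor at 7 nM final. Schedule: 5 h at 4 °C. Detection: TR-FRET, emission read at 617 and 671 nm. Replicates: one well per compound, singlicate testing.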
KKLEB tox: cytotoxicity in KKLEB CF airway cells, primary screen, cytotoxicity control for CF NF-kB inhibitor project, cell-based, uHTS, fluorescence assay plates; KKLEB CF airway cells viability, ATPlite luminescence, overnight; stronger effect = lower value; cells stimulated with P. aeruginosa culture filtrate; AID 602141, 2011; activity change (cytotoxicity), % at 5 µM; 360,000 compounds, 0.36% hits;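 active = corrected activity change at or below -50% at 5 µM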
PDI inh: inhibitors of human PDI, primary screen, biochemical, turbidity, single point, plate reader; 350,000 compounds, 0.052% hits; inhibition, % at 10 µM; Protein disulfide-isomerase (Homo sapiens), P07237; AID 588391, 2011; PDI insulin aggregation turbidity, A650, 90 min;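 active = mean inhibition across replicates of 30% or more, whatever share of single replicates reach that level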;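 also: absorbance from insulin aggregation driven by PDI reduction with DTT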
Target sequence (P07237 whole entry, looked up): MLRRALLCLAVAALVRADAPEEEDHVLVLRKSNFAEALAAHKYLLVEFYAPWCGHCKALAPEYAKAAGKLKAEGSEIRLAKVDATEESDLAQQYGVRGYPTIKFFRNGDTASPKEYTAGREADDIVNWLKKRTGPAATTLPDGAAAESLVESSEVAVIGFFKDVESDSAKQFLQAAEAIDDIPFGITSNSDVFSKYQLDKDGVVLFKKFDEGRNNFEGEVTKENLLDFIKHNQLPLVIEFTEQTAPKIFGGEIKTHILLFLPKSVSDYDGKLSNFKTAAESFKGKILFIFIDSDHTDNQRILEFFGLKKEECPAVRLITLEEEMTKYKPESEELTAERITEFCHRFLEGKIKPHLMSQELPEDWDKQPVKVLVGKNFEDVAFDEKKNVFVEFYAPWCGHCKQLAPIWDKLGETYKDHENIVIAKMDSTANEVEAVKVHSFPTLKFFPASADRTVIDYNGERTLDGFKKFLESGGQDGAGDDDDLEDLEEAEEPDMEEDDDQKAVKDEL
Peg3 prom inh: Peg3 promoter-driven luciferase inhibitors, primary screen, cell-based, HeLa, luciferase luminescence. HeLa PEG-Prom luciferase reporter, overnight. inhibition, % at 20 µM. 360,000 compounds, 1.7% hits. AID 588405, 2011;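 active = inhibition of at least 50% at 20 µM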
CaV13 FRET inh: Primary screen for inhibitors of IQ motif and Ca2+-dependent inactivation inhibitor domain binding in CACNA1D, Förster resonance energy transfer in living cells, …; HEK cells, CFP/YFP FRET ICDI-IQ, plate reader, 10 min; percent FRET-ratio fall versus neutral wells; AID 743397; 340,000 compounds, 0.098% hits; inhibition, % at 12.3 µM;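 active = mean replicate inhibition of at least 30% and at least 1% of replicates passing that level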;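 also: 0% = median of the neutral control wells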
Active calls of the source: *; . = no result given.

SMILES | HIF-2a inh | CaV13 FRET inh | KKLEB tox | MITF TRPM1 inh | CF NFkB block | PDI inh | Shn3 3UTR inh | NR2E3 ag-2 | Vif imaging | Peg3 prom inh | NR2E3 ag-1
COc1ccccc1NC(=O)CN1C(=O)COc2ccc(C)cc21 | 18.6 | -1.0 | -3.9 | 1.2 | 0.1 | 0.6 | 2.3 | 3.6 | -2.4 | -9.8 | -1.3
O=C(Nc1cccc(Oc2ccc(C(=O)O)c(C(=O)O)c2)c1)c1ccc(-c2ccccc2)cc1 | 14.0 | -4.0 | 8.0 | 5.6 | -4.6 | -10.4 | -5.2 | -0.1 | -1.8 | 3.1 | 3.1
COc1cc(/C=C/CO)cc(OC)c1OC/C=C(\C)CCC=C(C)C | -30.8 | . | -5.8 | -20.4 | -19.6 | . | 8.3 | -2.4 | -6.7 | 12.1 | -14.2
Cc1cccc(-c2noc(-c3csc([C@@H]4C[C@H](O)[C@@H](CO)O4)n3)n2)c1 | -235.5 | -5.2 | -3.4 | . | 15.3 | -7.9 | -71.4 | . | 10.3 | -299.9 | -152.2
C/C=C\C=C\C(=O)N1CC2(CC(c3cccc(NC(=O)CC)c3)=NO2)C[C@H]1C(N)=O (stereo partly drawn) | 15.9 | -8.1 | -5.8 | 6.8 | -16.7 | -2.5 | 4.1 | 2.4 | -1.2 | -13.9 | -3.9
CC1=C(C(=O)N(C(C)C)C(C)C)CC(CC(=O)NC(c2ccccc2)c2ccccc2)C(=O)N1Cc1ccc(F)cc1 (stereo not drawn) | 7.5 | -5.9 | -14.1 | . | 9.4 | . | -4.0 | . | . | 7.0 | -8.0
Cc1cc(=O)n2nc(N3CCC(C(=O)NCc4cccc(Br)c4)CC3)sc2n1 | -0.7 | -12.6 | 7.0 | -26.8 | -21.7 | -2.4 | 16.3 | 0.3 | 11.9 | 9.4 | -15.0
CCCNC(=O)C1CC2Cn3c(nc4ccccc43)C2N1C (stereo not drawn) | 0.4 | -10.9 | 1.0 | -10.3 | -9.0 | 0.3 | -8.3 | 1.5 | . | -1.8 | 2.0
COc1ccc(/C=N/Nc2nc3ccccc3o2)cc1O | -62.8 | -4.2 | 4.0 | 17.4 | 5.1 | -5.4 | -0.7 | -3.8 | 2.9 | -124.3 | -114.6
COc1ccc(CN2C(=O)c3ccccc3C2OC)cc1 (stereo not drawn) | 11.9 | -21.3 | 3.1 | 9.1 | -2.0 | 3.1 | 8.3 | -0.6 | 1.9 | 11.9 | -3.8
Cc1noc(C)c1CCC(=O)N1CCCC(CO)(Cc2ccccc2)C1 (stereo not drawn) | -180.6 | -7.2 | 0.8 | -64.2 | 8.9 | 18.1 | -68.2 | 3.5 | -5.9 | -283.0 | -66.4
CC[C@H](C)[C@@H](C(=O)N1CCNCC1)n1cc([C@@H](N)CC(C)C)nn1 | 4.7 | -12.4 | 7.2 | -7.5 | -9.8 | -2.3 | 0.9 | 5.0 | -3.9 | -9.3 | 12.3
O=C1CCCC2=C1C(c1ccccc1)n1c(s/c(=C/c3cccc(F)c3)c1=O)=N2 (stereo not drawn) | 5.1 | -3.5 | -5.7 | -5.2 | 1.3 | -2.9 | 5.8 | 0.9 | -9.4 | -21.9 | -46.6
CN(C(=O)c1cccc(NC(=O)Cc2ccc(NC(=O)C3CCN(C(=O)C4CCCCC4)CC3)cc2)c1)C1CCCC1 | 21.4 | -4.9 | 7.4 | 4.5 | -11.7 | 2.1 | -4.2 | . | -10.6 | 9.9 | -45.3
Cc1ccccc1NC(=S)N(CCN1CCCCCC1)Cc1cccs1 | 14.6 | -6.1 | 4.2 | -6.8 | 1.3 | 6.2 | 3.1 | -3.8 | 3.3 | 2.9 | -1.2
Cc1ccc(F)c([C@H]2[C@H]3C=CC[C@@H](C)[C@@H]3C(=O)N2Cc2ccccc2)c1 | 42.5* | -4.4 | -13.4 | -28.4 | 46.6 | -8.8 | -36.3 | -1.4 | -10.6 | 30.0 | 1.4
CCOC(=O)c1sc(NC(=O)CSc2n[nH]c(-c3ccccc3)n2)c(C#N)c1C | -29.6 | -2.8 | -15.2 | -3.7 | 35.1 | -4.0 | -6.3 | 4.8 | -7.1 | 14.4 | -19.8
Cc1nc2ccccn2c1C(=O)NNS(=O)(=O)c1ccc(C(C)(C)C)cc1 | 11.2 | -3.9 | -4.1 | 23.5 | -5.9 | 6.8 | 80.7 | 2.8 | -17.5 | 14.5 | -5.3
CC(C(=O)Nc1ccc(S(=O)(=O)N2CCCC2)cc1)N1CCN(c2ccccc2O)CC1 (stereo not drawn) | 9.6 | -4.8 | -15.1 | 7.9 | 6.9 | 1.5 | 30.7 | . | 2.1 | 19.8 | 16.9
CCOC(=O)N1CCN(C(c2ccc(C)cc2)c2sc3nc(C)nn3c2O)CC1 (stereo not drawn) | 4.9 | -2.7 | -8.8 | . | 17.0 | . | -5.5 | -0.2 | 24.2 | -6.7 | 7.1
O=c1c(Cl)c(N2CCN(c3ccc(F)cc3)CC2)cnn1-c1nc2ccccc2s1 | -211.9 | -2.6 | -2.8 | -61.9 | -8.0 | 2.5 | -69.3 | -3.8 | 2.4 | -322.9 | -108.7
Cc1ccc(S(=O)(=O)N(CC(=O)N/N=C/c2ccco2)c2cc(Cl)cc(Cl)c2)cc1 | -21.3 | -5.2 | -24.0 | 13.6 | 13.4 | -1.3 | -12.8 | -3.3 | 16.4 | 15.3 | 12.2
CN1CCc2c(sc(NC(=O)Cc3ccc(F)cc3)c2C(N)=O)C1 | 3.8 | 15.8 | -7.6 | -15.5 | -4.8 | -16.8 | -9.5 | -1.1 | -3.0 | -11.8 | -23.1
O=C(CS(=O)c1cccc(C(F)(F)F)c1)Nc1ccc(Cl)cc1Cl (stereo not drawn) | 11.4 | -4.9 | -2.8 | 5.4 | -2.1 | -0.1 | 12.6 | 3.4 | -3.2 | 18.3 | 1.6
COc1ccc2[nH]c(=O)c(CN(CC3CCCO3)S(=O)(=O)c3ccccc3F)cc2c1 (stereo not drawn) | 2.6 | -3.2 | -11.6 | 5.3 | -14.3 | -10.1 | 27.4 | 5.4 | -8.1 | 31.3 | 7.2
COc1ccc(NC(=O)Cn2nnc(-c3ccccc3NS(=O)(=O)c3ccccc3)n2)cc1 | 27.8 | . | -15.5 | 16.5 | 3.5 | 2.0 | 86.6* | 6.2 | -22.2 | 26.9 | -26.3
Cc1occc1C(=O)N1CCN(S(=O)(=O)c2ccc(F)cc2)CC1 | -21.1 | -4.8 | 0.2 | -1.3 | -17.3 | 2.3 | -5.8 | 1.7 | -2.0 | 10.5 | -2.9
OCCNCC12CC3CC(CC(C3)C1)C2 | 12.4 | -7.0 | 7.6 | 14.7 | -4.9 | 2.7 | 4.3 | 1.6 | 0.1 | -5.2 | -15.0
CC(C)c1ccc(O)c(N)c1 | -5.0 | -9.3 | 1.1 | -3.9 | -4.1 | 7.4 | 12.4 | -1.7 | -0.5 | -33.6 | -3.5
CCOC(=O)CC(=O)CSc1nc(-c2cccnc2)ccc1C#N | -186.4 | -11.2 | 3.4 | -19.7 | -6.7 | -2.8 | -15.7 | 1.2 | 0.3 | -89.0 | -50.9

Overlap with the part before: 3 entries; new compounds follow.
SMILES | HIF-2a inh | CaV13 FRET inh | KKLEB tox | MITF TRPM1 inh | CF NFkB block | PDI inh | Shn3 3UTR inh | NR2E3 ag-2 | Vif imaging | Peg3 prom inh | NR2E3 ag-1
OCCNCC12CC3CC(CC(C3)C1)C2 | 12.4 | -7.0 | 7.6 | 14.7 | -4.9 | 2.7 | 4.3 | 1.6 | 0.1 | -5.2 | -15.0
CC(C)c1ccc(O)c(N)c1 | -5.0 | -9.3 | 1.1 | -3.9 | -4.1 | 7.4 | 12.4 | -1.7 | -0.5 | -33.6 | -3.5
CCOC(=O)CC(=O)CSc1nc(-c2cccnc2)ccc1C#N | -186.4 | -11.2 | 3.4 | -19.7 | -6.7 | -2.8 | -15.7 | 1.2 | 0.3 | -89.0 | -50.9
COc1ccc(C(=O)NC(Oc2ccccc2)C(Cl)(Cl)Cl)cc1 (stereo not drawn) | 7.3 | . | 3.1 | -6.0 | 3.7 | 22.9 | -7.1 | -1.8 | 14.8 | 0.3 | 5.2
Cc1nn(S(=O)(=O)c2ccc(Br)cc2)c(C)c1S(=O)(=O)N1CCOCC1 | -2.7 | -3.1 | -6.6 | -2.6 | 9.7 | 2.5 | -3.1 | 0.4 | -6.8 | -7.8 | 5.9
Cc1ccc(CNC(=O)c2cc(-c3ccccc3)nn2CC2CC(c3cccc([N+](=O)[O-])c3)=NO2)cc1 (stereo not drawn) | -4.4 | -7.2 | -10.7 | 3.3 | 10.5 | -6.0 | 6.0 | 2.0 | . | 14.7 | -14.3
Cc1ccc(NC(=O)Nc2ccc(Cl)cc2)c(Br)c1 | -243.5 | -6.0 | 11.9 | -47.0 | -4.2 | 1.5 | -34.6 | 2.7 | -2.5 | -252.9 | -76.9
Clc1ccc(-c2nn3c(-c4ccccc4)nnc3s2)cc1 | -29.8 | -4.1 | -1.1 | -4.6 | -33.8 | 4.5 | -12.1 | 1.5 | -6.8 | -2.6 | -14.7
Cc1ccc(-n2nnnc2CNC(=O)C2CC(=O)N(c3ccc(F)cc3)C2)cc1C (stereo not drawn) | 27.4 | -12.9 | -1.8 | 4.3 | 3.9 | -1.2 | -11.5 | -0.3 | -5.6 | 4.8 | -24.5
O=C(Nc1ccc(N2CCOCC2)cc1)c1cccc2c(Br)cccc12 | -28.2 | -7.5 | 7.8 | -22.1 | -2.4 | 11.5 | 4.1 | -0.9 | -3.1 | -10.4 | -21.9
O=C(O)c1ccc(NC(=O)c2cn(-c3ccccc3)nc2-c2ccc(F)cc2)cc1 | -93.6 | -4.5 | 11.2 | -60.2 | -13.8 | 5.1 | -65.2 | 0.6 | -4.7 | -74.6 | -15.7

This is a random part of the collection; about 3.3% have a hit in one of these screens.
